# Screening results as filed in PubChem BioAssay.
# INS-1E GSIS act = GLuc luminescence reporter in INS-1E cells, primary screen for activators of glucose-dependent secretion of insulin; INS-1E GLuc reporter insulin secretion, 2-3 h; activation, % at 16.6 µM; 370,000 compounds, 0.61% hits; AID 743287, 2014;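 active = lowest replicate activation of at least 40%, so every replicate reaches that level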;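 also: 0% = median of neutral control wells and 100% = median of IBMX positive control wells; some compounds called inactive have numbers as strong as hits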
# FN deposition inh = inhibitors of fibronectin matrix deposition, primary screen, AH1F cells, Alexa488-fibronectin fluorescence, plate reader | inhibition, % at 12.6 µM | AH1F fibroblasts, overnight | 350,000 compounds, 0.086% hits;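 active = mean inhibition across replicates of 30% or more, regardless of how many single replicates reach that level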;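 also: positive control wells lacked labelled fibronectin entirely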
#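 Material: AH1F fibroblast monolayer depositing Alexa488-labelled fibronectin into matrix | Input: 10000 AH1F cells/well | Medium: DMEM plus 2% serum, read in PBS | Reagent: Alexa488-fibronectin, 24 nM final in well | Compound dosing: One dose per compound, pinned | Schedule: 1 h adhesion, overnight exposure | Measured by: Fluorescence at 485 nm excitation, 525 nm emission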
# Numbers without * were called inactive; & = joins results of further samples. The list is partial (hit frequency here may not be typical).
SMILES,INS-1E GSIS act,FN deposition inh
O=C1CCC(=O)N[C@@H](c2ccc3c(c2)OCO3)C/C=C\CCN1,6,-6
CC(=O)N1C[C@@H]2C(c3ccc(Br)cc3)[C@H](C1)N2Cc1ccc(F)cc1 (some centres not stated),2&-13,-2&-3
COc1ccc(NC(=O)Cn2nc(C(F)(F)F)c3c2CCCC3)cc1OC,-16,6
CSc1cccc(NC(=O)Cn2cccc2)c1,-14,-2
COc1ccc(C[C@H]2CCn3cc(nn3)COCCCNC2=O)cc1,-1,-3
CC(C)(C)S(=O)N1Cc2cc(C(=O)O)nc(-c3cccc(C#CCC4CCCC4)c3)c2[C@H]1CCO (some centres not stated),4,-9
O=C(NC(NC(=S)Nc1ccccc1)C(Cl)(Cl)Cl)c1cccc(Cl)c1 (configuration not stated),-34,-7
C/C(=C\C(=O)Nc1nccs1)c1ccccc1,2,6
O=C1N[C@H](Cc2ccccc2)COCc2cn(nn2)CC[C@@H]1Cc1cccc(F)c1,17,-3
COC(=O)c1ccc(Sc2ccc(Cl)cc2)c(N)c1,-9,1
CC(C)NC(=O)N1C[C@@H]2C(c3ccccc3)[C@H](C1)N2CC(F)(F)F (some centres not stated),3&12,0&-5
FC(F)(F)CN1C[C@@H]2C(c3ccccc3)[C@H](C1)N2CC(F)(F)F (some centres not stated),0,-5
CCN(CC)S(=O)(=O)c1cccc(-c2n[nH]c(=S)n2/N=C/c2ccc(C(=O)OC)cc2)c1,-10,0
CO[C@@H]1CN(C)C(=O)c2cc(NC(C)=O)ccc2OC[C@H](C)N(C(=O)C2CCCCC2)C[C@H]1C,-6,0
CCS(=O)(=O)N1CC(=O)N2[C@H](CO)[C@@H](c3ccc(C4=CCCCC4)cc3)[C@@H]2C1,-11,3
CCC1(c2ccccc2)NC(=S)N(c2cccc(C)c2C)N1 (configuration not stated),9,-6
O=C1CCC(=O)NCC/C=C/CCN1,-3,-1
C(=N\Nc1nc2ccccc2s1)/c1ccco1,6,-4
CNC[C@H]1Oc2ccc(N)cc2CC(=O)N(C)C[C@@H]1C,4,-12
O=C(NCc1ccccc1)C1CCCN(S(=O)(=O)c2cccs2)C1 (configuration not stated),-6,2
CC(C)NC(=O)Nc1ccc2c(c1)CC(=O)N(C)C[C@H](C)[C@@H](CN(C)C(=O)OC(C)(C)C)O2,-7,-7
CCCN1C[C@H](C)[C@@H](OC)CN(C)C(=O)c2cc(NC(=O)NC3CCCC3)ccc2OC[C@H]1C,28,-9
C[C@H](CO)N1C[C@H](C)[C@@H](CN(C)C(=O)Nc2ccc(C(F)(F)F)cc2)Oc2ccc(NC(=O)CCCCCC(=O)Nc3ccccc3N)cc2C1=O,6,16
COc1ccc2c3c(n(C)c2c1)[C@H](CO)N(CC1CC1)CC31CCN(S(=O)(=O)c2cccs2)CC1,-24,11

# Next section; the last two above are carried over.
SMILES,INS-1E GSIS act,FN deposition inh
C[C@H](CO)N1C[C@H](C)[C@@H](CN(C)C(=O)Nc2ccc(C(F)(F)F)cc2)Oc2ccc(NC(=O)CCCCCC(=O)Nc3ccccc3N)cc2C1=O,6,16
COc1ccc2c3c(n(C)c2c1)[C@H](CO)N(CC1CC1)CC31CCN(S(=O)(=O)c2cccs2)CC1,-24,11
CC(=O)Nc1ccc2c(c1)CC(=O)N(C)C[C@@H](C)[C@H](CN(C)C(=O)NC(C)C)O2,6,-8
CCCNC(=O)N1CCC2(CC1)CN(C(=O)CC1CC1)[C@@H](CO)c1c2c2ccc(OC)cc2n1C,-7,4
COc1ccc2c3c(n(C)c2c1)[C@@H](CO)N(Cc1ccccc1Cl)CC31CCN(C(=O)CC2CC2)CC1,-21,-22
O=C1C[C@H](c2ccccc2)C(=O)N[C@@H](c2ccccc2)C/C=C\C[C@H](c2ccccc2)N1,21,0
COc1cc2cc(C(c3nnnn3C3CCCC3)N3CCCCCC3)c(=O)[nH]c2cc1OC (configuration not stated),-21,-6
C[C@H]1CC=CC[C@@H](c2ccc3c(c2)OCO3)NC(=O)[C@H](C)N(C)C(=O)c2ccccc2O1 (mixture of isomers),-9,3
COC(=O)c1cnn(C(=O)c2ccccc2Br)c1N,2,-8
C[C@H]1CC=CC[C@H](c2ccc3c(c2)OCO3)NC(=O)[C@@H](Cc2ccccc2)N(C)C(=O)c2ccccc2O1 (mixture of isomers),-23,-11
CC(C)NC(=O)Nc1ccc2c(c1)CC(=O)N(C)C[C@@H](C)[C@H](CN(C)C)O2,-6,-1
Cc1ccc(C(=O)Nc2ccccc2C(=O)NC(CC(=O)O)C(=O)O)cc1 (configuration not stated),18,3
CO[C@H](C(=O)N(C)C[C@H]1OCc2ccccc2-c2ccccc2C(=O)N([C@H](C)CO)C[C@@H]1C)c1ccccc1,6,-18
O=C(N/N=C/c1ccc([N+](=O)[O-])o1)c1cc(-c2ccncc2)nc2ccccc12,11,14

# 12 of these compounds, reformatted.
SMILES	INS-1E GSIS act	FN deposition inh
CCCN1C[C@H](C)[C@@H](OC)CN(C)C(=O)c2cc(NC(=O)NC3CCCC3)ccc2OC[C@H]1C	28	-9
C[C@H](CO)N1C[C@H](C)[C@@H](CN(C)C(=O)Nc2ccc(C(F)(F)F)cc2)Oc2ccc(NC(=O)CCCCCC(=O)Nc3ccccc3N)cc2C1=O	6	16
COc1ccc2c3c(n(C)c2c1)[C@H](CO)N(CC1CC1)CC31CCN(S(=O)(=O)c2cccs2)CC1	-24	11
CC(=O)Nc1ccc2c(c1)CC(=O)N(C)C[C@@H](C)[C@H](CN(C)C(=O)NC(C)C)O2	6	-8
CCCNC(=O)N1CCC2(CC1)CN(C(=O)CC1CC1)[C@@H](CO)c1c2c2ccc(OC)cc2n1C	-7	4
COc1ccc2c3c(n(C)c2c1)[C@@H](CO)N(Cc1ccccc1Cl)CC31CCN(C(=O)CC2CC2)CC1	-21	-22
O=C1C[C@H](c2ccccc2)C(=O)N[C@@H](c2ccccc2)C/C=C\C[C@H](c2ccccc2)N1	21	0
COc1cc2cc(C(c3nnnn3C3CCCC3)N3CCCCCC3)c(=O)[nH]c2cc1OC (configuration not stated)	-21	-6
C[C@H]1CC=CC[C@@H](c2ccc3c(c2)OCO3)NC(=O)[C@H](C)N(C)C(=O)c2ccccc2O1 (mixture of isomers)	-9	3
COC(=O)c1cnn(C(=O)c2ccccc2Br)c1N	2	-8
C[C@H]1CC=CC[C@H](c2ccc3c(c2)OCO3)NC(=O)[C@@H](Cc2ccccc2)N(C)C(=O)c2ccccc2O1 (mixture of isomers)	-23	-11
CC(C)NC(=O)Nc1ccc2c(c1)CC(=O)N(C)C[C@@H](C)[C@H](CN(C)C)O2	-6	-1

# Additional results
SMILES,INS-1E GSIS act,FN deposition inh
Cn1cnc(S(=O)(=O)N2CCCCN3[C@H](CO)[C@H](c4ccc(C5=CCCCC5)cc4)[C@@H]3C2)c1,-9,-3
CCc1ccccc1NC(=O)CSc1nnc(Cn2nnc3ccccc32)n1C,39,0
COc1ccc2c3c(n(C)c2c1)[C@@H](CO)N(Cc1ccc(Cl)cc1)CC31CN(C(=O)NC(C)C)C1,-15,-23
Cc1[nH]nc2oc(=O)c(CCO)c(C)c12,6,-4
COc1ccc([C@H]2CC=CC[C@H](C)Oc3ccccc3C(=O)N(C)[C@@H](Cc3ccccc3)C(=O)N2)c(OC)c1 (mixture of isomers),-16,-7
CC(C)Cc1nc2oc3c(NCCCN4CCOCC4)ncnc3c2c2c1CCC2,-4,4
O=C(CCc1nc(-c2ccccc2)c(-c2ccccc2)o1)OCc1ccc(Cl)cc1,2,11
CC(=O)N(C)C[C@H]1Oc2c(cccc2N(C)C)C(=O)N(C)C[C@@H]1C,2,1
CC(=O)Nc1cccc2c1O[C@H](CN(C)S(C)(=O)=O)[C@H](C)CN(C)C2=O,4,-10
CC(=O)Nc1cccc2c1O[C@@H](CN(C)C)[C@@H](C)CN(C)C2=O,21,3
CC(=O)N(C)C[C@@H]1Oc2ccccc2C(=O)N(C)C[C@H]1C,4,-7
C[C@H]1CN([C@@H](C)CO)C(=O)c2ccccc2-c2ccccc2CO[C@@H]1CN(C)C(=O)Nc1cccc(Cl)c1Cl,4,23
COc1cc(CNCCSc2nnnn2C)cc(OC)c1OC,-2,0
CNC[C@@H]1Oc2ccc(NS(C)(=O)=O)cc2CC(=O)N(C)C[C@H]1C,-13,-7
COc1cccc(CNn2c(-c3cccc(C)c3)nc3ccccc3c2=O)c1O,-4,-11
C[C@H]1CN(C)C(=O)c2cccc(N(C)C)c2O[C@H]1CN(C)C(=O)OC(C)(C)C,-14,-12
CC12CCC(C(=O)O)(c3nc(C#N)c(C#N)nc31)C2(C)C (configuration not stated),-6,9
O=C(c1ccc(F)cc1)N1CC[C@@H]2[C@H](CO)Nc3ccc(C#CC4CC4)cc3[C@@H]21,8,-12
Cc1ccc(-c2noc(CSc3nnc(-c4ccncc4)n3-c3ccc(F)cc3)n2)cc1,-15,-9
CC(C)NC(=O)Nc1ccc2c(c1)CC(=O)N(C)C[C@@H](C)[C@H](CN(C)C(=O)OC(C)(C)C)O2,4,-8
O=C1N[C@H](Cc2ccccc2)COCc2cn(nn2)CC[C@H]1Cc1cccc(Cl)c1,12,-3
Oc1ccccc1Nc1nc(NCC2CCCO2)c2ccccc2n1 (configuration not stated),8,7
CC(C)[C@@H]1CC=CC[C@H](C)Oc2ccccc2C(=O)N(C)[C@@H](Cc2ccccc2)C(=O)N1 (mixture of isomers),-6,-13
O=C1C[C@H](c2ccccc2)C(=O)N[C@H](c2ccccc2)C/C=C\C[C@H](c2ccccc2)N1,8,1
CNC[C@H]1OCc2ccccc2-c2c(n(C)c3ccccc23)C(=O)N([C@@H](C)CO)C[C@@H]1C,7,-21
CCOc1cc(/C=C\c2[nH]c(=O)[nH]c(=O)c2[N+](=O)[O-])ccc1OC(C)CC (configuration not stated),-38,0
COc1ccc(-c2cc(=NC(CC(C)C)C(=O)O)c3cc(C)ccc3o2)cc1 (configuration not stated),-11,4
CC(=O)Nc1cccc2c1O[C@H](CN(C)C)[C@H](C)CN(C)C2=O,20,-6
CCOC(=O)CC(=O)CSCC(=O)Nc1ccc(C)cc1,-19,-10
CNC[C@@H]1Oc2ccc(NS(C)(=O)=O)cc2C(=O)N(C)C[C@H]1C,-5,-15
CO[C@H]1CN(C)C(=O)c2ccc(NC(=O)C3CC3)cc2OC[C@H](C)N(C(=O)C2CCCCC2)C[C@@H]1C,6,-6
COc1ccc2c3c([nH]c2c1)[C@H](CO)N(C(=O)c1ccccn1)CC31CCN(S(C)(=O)=O)CC1,9,-6
C[C@@H]1CN(C)C(=O)c2cc(NS(C)(=O)=O)ccc2O[C@H]1CN(C)C,14,-9
CCOC(=O)C1CCN(CC(=O)Nc2c(C(=O)OC)[nH]c3ccccc23)CC1,-3,4
CCCN1C[C@@H](C)[C@H](OC)CN(C)C(=O)c2cc(NC(=O)NC3CCCC3)ccc2OC[C@@H]1C,17,-2
CO[C@@H]1CN(C)C(=O)c2ccc(NC(=O)c3nc4ccccc4s3)cc2OC[C@@H](C)N(Cc2cncnc2)C[C@@H]1C,-12,4
CC(C)[C@@H]1C(=O)N[C@H](c2ccc3c(c2)OCO3)CC=CC[C@H](C)Oc2ccccc2C(=O)N1C (mixture of isomers),-37,3
Cc1cc(C(=O)NC2=NCCS2)cs1,13,-1
O=C1N[C@@H](Cc2ccccc2)COCc2cn(nn2)CC[C@@H]1Cc1ccc(-c2ccccc2)cc1,4,-10
CO[C@@H]1CN(C)C(=O)c2ccc(NC(=O)c3cnccn3)cc2OC[C@H](C)N(C(C)=O)C[C@@H]1C,21,3
CN(C)CC(=O)Nc1ccc2c(c1)C(=O)N(C)[C@H]1CC[C@H](CC(=O)NCc3ccccc3)O[C@@H]1CO2,6,-8
CC(=O)N(C)C[C@@H]1Oc2ccc(NS(C)(=O)=O)cc2C(=O)N(C)C[C@@H]1C,14,-15
O=C(COc1cccc2ccccc12)NNC(=O)C1CCCO1 (configuration not stated),-36,4
CNC[C@H]1Oc2ccc(NC(C)=O)cc2CC(=O)N(C)C[C@H]1C,13,2
COc1ccccc1N(CC(=O)NCCc1ccccc1)S(C)(=O)=O,4,0
COc1ccc(C(=O)N2CCN(C(=O)Cc3ccccc3)CC2)cc1OC,-8,-8
CCCc1cc(N2CCCC(C(=O)Nc3cc(Cl)ccc3OC)C2)n2ncnc2n1 (configuration not stated),-3,1
N/C(=N\OC(=O)c1cccc(Br)c1)c1ccccc1,-5,3
CCS(=O)(=O)N1CC2(CN(Cc3ccc4c(c3)OCO4)[C@H](CO)c3[nH]c4cc(OC)ccc4c32)C1,-14,11
Cc1ccc(C(C)C)c(Oc2nnnn2-c2ccccc2)c1,-13,-9
CC1CCN(S(=O)(=O)c2ccc(C(=O)OCc3ccc4c(c3)OCO4)cc2)CC1,142*,4
CO[C@@H]1CN(C)C(=O)c2ccc(NS(=O)(=O)c3ccccc3)cc2OC[C@H](C)N(Cc2ccccn2)C[C@H]1C,-8,-3
CCn1cc(C(C)NC(=O)COc2ccc(Cl)cc2C)c(C)n1 (configuration not stated),19,1
CC(=O)N1[C@@H]2CN(C(=O)NC(C)C)C[C@H]1C2c1ccccc1 (some centres not stated),-11&6,0&6
C[C@H]1CN(C)C(=O)c2cccnc2O[C@H]1CN(C)C,27,-8
COc1ccc2c(c1)NC1(O)c3ccccc3C(=O)C21O (configuration not stated),22,1
CN1[C@@H]2CN(S(C)(=O)=O)C[C@H]1C2c1ccc(-c2ccc(F)cc2)cc1 (some centres not stated),0,-8
CNC[C@@H]1Oc2ccc(N(C)C)cc2C(=O)N(C)C[C@@H]1C,6,-4
C[C@H]1CCc2cnnn2COCCNC1=O,3,1
C[C@H]1CC=CC[C@@H](c2ccc(F)cc2)NC(=O)[C@H](Cc2ccccc2)N(C)C(=O)c2ccccc2O1 (mixture of isomers),-19,3
COc1ccc(NC(=O)CS(=O)CC(=O)NCc2cccc(C(F)(F)F)c2)cc1 (configuration not stated),22,-12
